Screening results as filed in PubChem BioAssay.
TLR9-MyD88 block = blocks human TLR9 binding to MyD88. CHO BLA complementation TLR9-MyD88, CCF4 FRET ratio. inhibition, % at 4.98 µM. 340,000 compounds, 0.21% hits;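 active = inhibition above the mean over all tested compounds plus 3 SD, cut at about 21% in these data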;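 also: 0% = DMSO only wells and 100% = clavulanate BLA inhibitor control wells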
ABHD5 PLIN5 PPI = ABHD5-PLIN5 protein interaction inhibition | Q00G26+Q8WTS1 | Split G. princeps luciferase complementation, luminescence, 4 h | inhibition, % at 4 µM | 360,000 compounds, 0.78% hits;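 active = inhibition above the mean inhibition across every tested compound plus 3 SD, cut at about 22% in these data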;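 also: 0% = DMSO only wells and the 100% control is not disclosed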
TWEAK Fn14 block = blocks TWEAK-Fn14 interaction in a reporter cell assay | TWEAK-stimulated Fn14 reporter cells, luciferase luminescence, 8 h | AID 1159606 | 360,000 compounds, 2% hits | inhibition, % at 10 µM; in the data active = inhibition above about 50%
SRC1 inh = human NCOA1 inhibition. Q15788. HEK293 GAL4-SRC1 luciferase reporter, luminescence. inhibition, % at 3.6 µM. 360,000 compounds, 0.12% hits. AID 588354;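 active = inhibition above the campaign mean plus 3 SD, with each screening campaign given its own cutoff, cut at about 60% in these data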;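 also: 0% = DMSO treated cells and 100% = gossypol at 36 µM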
NR5A2 inv ag = suppresses constitutive activity of human LRH-1. inhibition, % at 3.6 µM. HEK293T StAR-luciferase reporter, LRH-1 transfected, 24 h. 360,000 compounds, 0.13% hits;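 active = inhibition above the mean inhibition of all tested compounds plus 3 SD, cut at about 73% in these data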;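 also: 0% = DMSO wells and 100% = reporter-only cells lacking LRH-1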
Target sequence (O00482 whole entry, looked up): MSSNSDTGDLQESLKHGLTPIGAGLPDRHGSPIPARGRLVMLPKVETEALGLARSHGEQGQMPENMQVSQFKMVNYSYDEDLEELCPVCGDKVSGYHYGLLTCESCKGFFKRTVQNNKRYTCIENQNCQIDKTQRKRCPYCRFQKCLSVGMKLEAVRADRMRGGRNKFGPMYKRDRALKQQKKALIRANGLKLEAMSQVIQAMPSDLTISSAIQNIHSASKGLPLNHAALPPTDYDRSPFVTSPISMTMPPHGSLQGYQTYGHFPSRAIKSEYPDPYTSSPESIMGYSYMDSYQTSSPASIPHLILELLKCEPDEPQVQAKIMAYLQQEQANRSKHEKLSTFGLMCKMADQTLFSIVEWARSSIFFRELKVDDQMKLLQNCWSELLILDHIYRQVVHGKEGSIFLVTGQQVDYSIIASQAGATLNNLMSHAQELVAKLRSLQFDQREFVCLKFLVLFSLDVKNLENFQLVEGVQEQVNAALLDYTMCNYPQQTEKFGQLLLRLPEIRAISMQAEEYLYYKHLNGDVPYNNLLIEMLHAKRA
TROY signal inh = inhibitors of TROY-dependent NF-kB signaling. Q293 LMP1-TROYcd NF-kB luciferase reporter, 4 h. inhibition, % at 10 µM. 360,000 compounds, 0.98% hits;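 active = compounds whose plate-normalised and pattern-corrected inhibition of the luciferase reporter signal at the single screening dose is 50% or more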
NOD2-RIPK2 inh = inhibitors of human NOD2-RIPK2 interaction | O43353 | AID 624267 | 360,000 compounds, 0.38% hits | inhibition, % at 4.98 µM | CHO BLA complementation NOD2-RIPK2, CCF4 ratio; in the data active = inhibition above about 21%;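 also: 0% = vehicle only and 100% = reference blocker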
Target sequence (O43353 whole entry, looked up): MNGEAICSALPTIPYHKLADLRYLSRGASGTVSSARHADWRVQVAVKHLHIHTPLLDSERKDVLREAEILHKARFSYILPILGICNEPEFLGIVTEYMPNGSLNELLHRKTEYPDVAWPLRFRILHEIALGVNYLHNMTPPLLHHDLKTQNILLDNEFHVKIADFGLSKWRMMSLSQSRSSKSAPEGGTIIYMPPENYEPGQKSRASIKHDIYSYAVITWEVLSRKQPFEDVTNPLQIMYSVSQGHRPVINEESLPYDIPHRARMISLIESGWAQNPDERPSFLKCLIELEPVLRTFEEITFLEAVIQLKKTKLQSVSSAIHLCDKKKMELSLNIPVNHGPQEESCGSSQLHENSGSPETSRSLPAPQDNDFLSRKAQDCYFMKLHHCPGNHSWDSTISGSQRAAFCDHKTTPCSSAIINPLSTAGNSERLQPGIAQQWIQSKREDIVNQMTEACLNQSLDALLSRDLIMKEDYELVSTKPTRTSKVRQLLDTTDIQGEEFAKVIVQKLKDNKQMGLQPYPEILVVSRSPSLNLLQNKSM
NCOA3 inh = inhibits human SRC3 coactivator; inhibition, % at 3.6 µM; HEK293 GAL4-SRC3 luciferase reporter, luminescence; 360,000 compounds, 0.17% hits; Q9Y6Q9; AID 588352;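 active = inhibition above a per-campaign cutoff, the mean of all compounds plus 3 SD, cut at about 60% in these data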;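 also: 0% = DMSO-treated cells and 100% = gossypol-treated cells at 36 µM; higher means less SRC3-driven luciferase light from the GAL4 reporter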
NR2F2 inh = NR2F2 (human) inhibition, primary screen. P24468. HEK293T NGFI-A luciferase reporter, luminescence. inhibition, % at 8.6 µM. 370,000 compounds, 0.7% hits. AID 686940;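 active = inhibition above a per-plate cutoff, mean inhibition of test wells between control levels plus 3 SD, cut at about 38% in these data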;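 also: cells cotransfected with COUP-TFII expression vector driving the NGFI-A reporter; 0% = median of COUP-TF2 test wells and 100% = reporter-only cells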
SRC2 inh = inhibits human steroid receptor coactivator 2. HEK293 GAL4-SRC2 luciferase reporter, luminescence. inhibition, % at 9 µM. 370,000 compounds, 0.17% hits. AID 651957;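 active = inhibition above the mean inhibition of all tested compounds plus 3 SD, set per campaign, cut at about 52% in these data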;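 also: 0% = DMSO treated cells and 100% = cells given Gossypol at 36 µM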
Granule exo inh = lytic granule exocytosis inhibition; inhibition, % at 10 µM; 360,000 compounds, 0.66% hits; TALL-104 LAMP-1 surface exposure, flow cytometry; cells stimulated with thapsigargin and PMA;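 active = inhibition above about 55%, limit read from the data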
* = called active by the depositor; . = no result given. Not all compounds are listed; the hit share may differ from the screen's.

SMILES | TLR9-MyD88 block | ABHD5 PLIN5 PPI | TWEAK Fn14 block | SRC1 inh | NR5A2 inv ag | TROY signal inh | NOD2-RIPK2 inh | NCOA3 inh | NR2F2 inh | SRC2 inh | Granule exo inh
COc1ccc(N(C(=O)c2ccncc2)S(=O)(=O)c2cccs2)cc1 | 15.2 | 7.3 | 22.2 | 2.1 | 23.1 | 13.4 | -1.7 | 5.4 | -1.8 | 20.4 | -2.6
Cc1ccc(S(=O)(=O)N(C)C)cc1NC(=O)Nc1c(-c2ccccc2)noc1C | . | 3.4 | 6.1 | 15.1 | -13.5 | -23.5 | 1.9 | 10.1 | -3.1 | -7.6 | 3.9
CCOC(=O)c1c(N)c(C#N)c2n1CCCC2 | 2.9 | -1.6 | -13.3 | -1.7 | 14.9 | 8.4 | 3.5 | -1.1 | -19.4 | -39.3 | 1.8
COc1cc(/C=N/NC(=O)C(=O)NCC2CCCO2)cc(Cl)c1O (stereo unspecified) | -7.1 | 1.2 | 6.2 | -30.2 | 2.3 | 3.3 | 4.1 | 3.6 | -4.0 | -4.4 | -5.9
CC1=CC(=O)O[C@@H]1[C@@]1(C)C[C@H]2OC(=O)C[C@H]3[C@@H](C)C(=O)C(O)=C1[C@@]23CO | 1.4 | -0.8 | 2.8 | 5.0 | -22.6 | -11.0 | -7.5 | 17.8 | 16.5 | -26.8 | -0.8
Cc1[nH]n(C(N)=S)c(=O)c1N=Nc1cc(-c2ccc(Br)cc2)[nH]n1 | . | 3.5 | -12.2 | -0.1 | 14.5 | -9.9 | -3.1 | 1.7 | -1.8 | 6.0 | 0.8
COc1ccc(N2C(=O)CCC(C(=O)NCc3ccccn3)C2c2ccc(OC)c(OC)c2)cc1 (stereo unspecified) | -16.3 | -8.4 | -13.4 | -5.2 | 0.2 | 15.3 | 3.8 | 8.9 | 0.8 | 5.5 | -3.8
CC1=C(C(=O)N2CCOCC2)C(c2c(F)cccc2F)NC(=O)N1 (stereo unspecified) | -2.8 | 1.1 | 1.3 | -9.8 | 6.9 | -4.6 | 3.6 | 3.2 | -2.9 | 4.7 | -4.7
CS(=O)(=O)c1cccc(-c2csc(N3CCC(C(N)=O)CC3)n2)c1 | -8.2 | -2.0 | -21.5 | -102.4 | -123.1 | -34.8 | -13.5 | -138.3 | -36.0 | -39.7 | -2.6
CCNc1nnc(-c2ccncc2)s1 | -11.2 | -1.2 | -12.9 | 13.3 | -19.5 | -7.1 | -0.5 | -24.9 | -7.4 | -34.5 | -2.4
CC(=O)c1cccc(NC(=O)COc2ccccc2C(=O)c2cc(C#N)c(=O)n(C3CCCCC3)c2)c1 | 6.2 | 0.3 | 13.2 | -3.9 | 7.6 | 17.8 | -5.8 | -7.7 | -10.1 | -34.4 | 8.5
Cc1ccc(CN(C(=O)Cn2nnc3ccccc32)C(C(=O)NCc2ccco2)c2cccs2)cc1 (stereo unspecified) | -5.4 | -24.9 | 14.3 | -7.6 | -9.4 | -12.2 | 3.8 | 0.2 | -5.9 | 13.1 | -1.8
COC(=O)c1sccc1NC(=O)CSc1ccccc1NS(=O)(=O)c1ccc(Br)cc1 | 7.9 | 4.1 | 53.5* | -6.5 | -15.3 | 52.2* | 1.8 | 21.9 | 19.2 | 17.1 | 35.8
CCOC(=O)c1cnn(-c2ccc(C)cc2)c1N | 6.6 | 2.6 | 2.2 | -52.7 | -68.3 | -48.0 | -4.7 | -33.1 | -37.8 | -32.8 | -3.9
COc1ccc(F)cc1S(=O)(=O)NC(Cc1ccccc1)C(N)=O (stereo unspecified) | -10.9 | -2.5 | -3.5 | 3.0 | 10.6 | 10.0 | 2.0 | 15.0 | -4.0 | -10.9 | 1.5
C=CCOc1ccc(-c2nc3c(c(=O)[nH]c(=O)n3Cc3ccccc3)n2CCCOC)cc1 | -8.2 | 14.3 | -12.2 | -14.8 | 6.5 | -24.8 | -17.8 | 8.6 | 1.0 | -32.5 | -3.3
Nc1cc(N)c(OCC(F)(F)F)cc1OCC(F)(F)F | 6.4 | 7.6 | 3.1 | 5.2 | -3.8 | -1.7 | -6.7 | -2.9 | . | . | 8.6
CCOn1c(SC(C)C)nc2ccccc2c1=O | -5.8 | 0.4 | -2.4 | -8.4 | 0.7 | 12.1 | -3.8 | 9.6 | 0.1 | -13.2 | -1.9
CCc1nonc1NC(=O)c1oc2cc(C)c(C)cc2c1C | 1.6 | -3.9 | -72.9 | -8.5 | -9.4 | -49.1 | -5.2 | -58.1 | -18.8 | -20.3 | -2.9
COC(=O)c1ccc(S(=O)(=O)N2CCCCC2)o1 | -0.9 | -3.2 | -1.0 | -20.9 | -12.0 | 10.1 | 7.8 | 2.9 | -5.5 | 1.6 | -0.9
COc1ccc(CCNC(=O)C2CCCN(S(=O)(=O)c3ccc(F)cc3)C2)cc1 (stereo unspecified) | -3.1 | -0.6 | -1.6 | 3.9 | 0.7 | 5.0 | -5.8 | 7.5 | -7.3 | -2.0 | 8.1
COc1ccc(C(=O)O/N=C(\N)c2ccncc2)cc1OC | -6.9 | -4.4 | -23.8 | -10.6 | -15.6 | -36.7 | -10.8 | -6.7 | -17.8 | -30.5 | -4.2
CCOC(=O)c1[nH]cnc1C(=O)NC1CCCCC1 | 3.6 | -3.0 | 20.9 | -2.4 | -0.6 | 18.2 | 2.3 | -23.0 | 1.0 | -3.9 | 0.4
COc1ccc([C@H]2CC(=O)C=C(c3cccc(C(F)(F)F)c3)C2)cc1 | -0.9 | -0.5 | -30.8 | -2.7 | -5.0 | -20.1 | -8.2 | 12.0 | 3.6 | -6.2 | -2.2
CCN(C(=O)COC(=O)c1cc(S(=O)(=O)N2CCOCC2)c(Cl)cc1Cl)C1CCS(=O)(=O)C1 (stereo unspecified) | . | -6.7 | 9.2 | 11.7 | -3.6 | -13.0 | -9.6 | 9.3 | -21.9 | 16.4 | -0.7
COc1ccc(CNC(=O)C2(C)Cc3ccccc3C(=O)O2)cc1 (stereo unspecified) | 14.4 | -5.9 | 3.0 | 9.8 | 9.2 | 7.4 | -6.9 | 8.8 | 9.2 | 1.3 | -0.2
CCOC(=O)c1c(NS(=O)(=O)Cc2ccccc2)sc2c1CCCC2 | -9.7 | -1.2 | 13.8 | -25.3 | -38.3 | 12.6 | -14.7 | 5.2 | -2.0 | 1.8 | -5.9
CCN1C(=O)/C(=C\c2cccc(OC(=O)c3ccco3)c2)SC1=S | 4.3 | -1.0 | -20.8 | 11.6 | 15.9 | -41.4 | 6.8 | 2.1 | 3.2 | -24.3 | -0.4
O=C(c1ccc(C23CC4CC(CC(C4)C2)C3)o1)N1CCOCC1 | -4.8 | -1.8 | -32.9 | -7.7 | -31.6 | -25.1 | -1.1 | -14.2 | -8.8 | -19.9 | -5.6
CCc1nc(NC(C)(C)C)c2cnn(-c3ccccc3)c2n1 | 6.2 | -4.7 | 12.2 | -58.2 | -35.0 | -101.3 | 12.9 | -68.7 | -19.5 | -18.7 | 8.4
O=S(=O)(NCC1CCCO1)c1ccc(Br)cc1 (stereo unspecified) | 5.2 | -0.1 | 1.1 | 13.6 | 11.5 | 15.9 | -3.1 | -0.7 | -21.5 | -13.5 | 1.2
COc1ccc(OCCC(=O)N2CCCCC2)cc1 | 9.7 | -2.6 | -1.2 | -68.6 | -18.1 | -47.8 | 4.2 | -53.9 | -23.2 | -21.9 | -3.8
CCOc1nc(Nc2ccc(Cl)cc2)nc(OCC)n1 | -1.1 | -7.8 | 18.9 | 9.9 | -12.2 | -17.7 | 9.1 | -26.2 | 16.0 | -3.5 | -10.0
OC(c1cccc(Cl)c1)c1nc(-c2ccc(Cl)cc2)cs1 (stereo unspecified) | . | -6.9 | -1.2 | 9.7 | 12.9 | -2.8 | -17.9 | 4.6 | 28.1 | -38.7 | -0.2
COc1ccc(Cl)cc1NC(=S)NC(=O)c1ccc2c(c1)OCO2 | -6.0 | -7.7 | -23.3 | 5.9 | 15.5 | -20.6 | -4.3 | 9.1 | -11.8 | -24.2 | -14.9
O=C(CCCN1C(=O)c2ccccc2C1=O)Nc1ccccn1 | -8.7 | 0.1 | -4.4 | -4.3 | 4.6 | 5.0 | -5.0 | 15.8 | 15.7 | 12.8 | -0.2
O=C1c2ccccc2NC(c2ccc(-c3ccc(C(F)(F)F)cc3)o2)N1O (stereo unspecified) | 23.8* | 6.4 | -5.0 | 1.8 | -15.7 | -11.4 | 4.2 | -8.7 | 18.8 | 3.2 | 5.5
Cc1cc(C)c(C)c(S(=O)(=O)NCC(=O)O)c1C | -4.8 | -3.1 | -6.4 | 4.4 | 2.3 | 4.8 | -0.2 | 12.3 | 3.3 | 12.8 | 8.8
COc1cc2c(cc1OC)C(C)N(C(=O)c1cc3c(s1)-c1c(C)cccc1OC3)CC2 (stereo unspecified) | 0.7 | -11.0 | -0.2 | 10.4 | 14.2 | 16.5 | 8.3 | 0.8 | 7.3 | -10.8 | 0.4
O=C1CCC(CCC(=O)N2CCCC(C(=O)c3cccc(C(F)(F)F)c3)C2)=NN1 (stereo unspecified) | -5.1 | -0.2 | 11.8 | -0.5 | -2.6 | -26.2 | 1.5 | 19.1 | -0.3 | 31.2 | -4.1
O=C(Cn1cc(C(=S)N2CCOCC2)c2ccccc21)N1CCOCC1 | -0.8 | -12.1 | -3.5 | -9.8 | 6.5 | 10.8 | 2.7 | -2.3 | -7.8 | -14.3 | 7.1
O=C1CC(C(=O)N2CCC(N3CCC(C(=O)NC4CC4)CC3)CC2)c2ccccc21 (stereo unspecified) | 2.3 | -4.4 | -6.6 | 0.9 | 8.8 | 1.7 | -9.6 | 1.2 | 5.4 | -3.7 | -0.7
CCc1noc(C)c1C(=O)N1CCN(c2cccc(C)c2C)CC1 | -7.1 | -3.5 | -9.5 | -2.8 | 11.2 | 7.1 | 4.2 | -20.7 | -0.8 | -4.4 | 3.5
Cc1cccc(Nc2ncnc3ccc(Br)cc23)c1 | 7.5 | 6.1 | 62.1* | 31.5 | 15.4 | 26.2 | -3.5 | 39.7 | 44.9* | 42.2 | -0.9
O=C(Nc1cccc(Cl)c1)Nc1nnc(-c2ccccc2)o1 | -5.0 | 1.9 | -1.7 | 10.5 | -0.2 | 4.5 | 3.4 | 9.4 | -4.4 | -14.8 | -1.6
CC(C)(C)c1ccc(NC(=O)Nc2ccc(OCC(=O)N3CCOCC3)cc2)cc1 | 5.1 | 4.6 | -24.3 | -137.5 | -123.1 | -15.4 | 5.1 | -101.9 | -32.0 | -66.3 | 0.2
COc1ccccc1CNC(=O)c1cccc(S(=O)(=O)N2CCN(C)CC2)c1 | -4.0 | -0.3 | -18.6 | -3.5 | -4.8 | 4.0 | -2.5 | 12.3 | 16.3 | 12.0 | 1.5
O=C(NCCc1ccc(Cl)cc1)C1CCN(S(=O)(=O)N2CCC3(CC2)OCCO3)CC1 | -2.1 | -5.2 | 7.6 | -3.3 | -6.5 | -5.9 | 5.3 | 8.3 | 3.2 | 24.5 | -0.7
